Screening results from PubChem.
OX1R antag-1 – OX1R (human) antagonism. inhibition, % at 6.6 µM. O43613. OX1R-expressing cells, FRET antagonist read-out. 330,000 tested, 1.8% active. AID 485270; in the data active = inhibition mostly above about 38%, no sharp cut-off; inactive = mostly below about 40%;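 also: 0% = agonist challenge alone and 100% = reference antagonist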
Target sequence (O43613 whole entry, looked up): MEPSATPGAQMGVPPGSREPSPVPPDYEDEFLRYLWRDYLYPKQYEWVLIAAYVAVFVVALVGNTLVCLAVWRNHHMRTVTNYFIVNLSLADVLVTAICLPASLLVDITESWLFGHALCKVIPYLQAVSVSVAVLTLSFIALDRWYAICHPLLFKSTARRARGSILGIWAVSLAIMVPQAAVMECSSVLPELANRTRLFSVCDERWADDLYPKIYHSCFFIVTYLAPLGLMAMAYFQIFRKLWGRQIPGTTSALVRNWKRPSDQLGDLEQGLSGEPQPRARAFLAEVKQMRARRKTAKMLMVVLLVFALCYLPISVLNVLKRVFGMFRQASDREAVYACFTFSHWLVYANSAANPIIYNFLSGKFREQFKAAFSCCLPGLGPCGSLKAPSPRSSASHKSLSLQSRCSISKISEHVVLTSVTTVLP
OX1R antag-2 – antagonists of human orexin 1 receptor; O43613; CHO/OX1R cells, Fluo-8 calcium fluorescence, orexin A; inhibition, % at 5 µM; 330,000 tested, 0.43% active; AID 434989;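 active = inhibition above its plate's threshold, mean inhibition of all tested compounds on the plate plus 3 SD, cut at about 37% in these data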;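 also: 0% = orexin A challenge wells and 100% = SB-334867-A antagonist wells; not every result past the cut was called active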
An asterisk follows results filed as active.

SMILES | OX1R antag-1 | OX1R antag-2
c1coc(Cn2nnnc2CN2CCN(C3CCCCC3)CC2)c1 | 10 | -10
O=C(C1CCC(Cn2c(=S)[nH]c3ccccc3c2=O)CC1)N1CCOCC1 (stereo unspecified) | 23 | -13
Cc1ccc(CSCC(=O)NCc2ccc(F)cc2)cc1 | 3 | -20
O=C(Cn1ncc2c3ccccc3n(Cc3ccccc3F)c2c1=O)NCCN1CCOCC1 | 24 | -34
COCCN(Cc1ccccc1)C(=S)Nc1ccc(Cl)cc1 | 28 | -21
COc1cc(OC)cc(C(=O)NN(CCC#N)C2=NS(=O)(=O)c3ccccc32)c1 | -6 | -10
O=C(c1c(F)cccc1F)N1CCC(O)(c2cccnc2)CC1 | 13 | -8
COc1ccc(-c2nc3ncccc3n2O)cc1 | 11 | -16
CCN(CCn1cccn1)C(=O)c1cc(COc2c(F)cccc2F)on1 | 2 | -20
CCOC(=O)c1nnn(-c2nonc2N)c1CSc1ccc(C)cc1 | 32 | -2
O=C(c1c[nH]c2ccccc2c1=O)N1CCCCCC1 | 12 | 3
CN(Cc1ccccc1)S(=O)(=O)c1cccc2nsnc12 | 39 | -20
Cc1ccc(-c2noc(-c3ccccc3C(=O)N3CCOCC3)n2)cc1 | 29 | -21
Cc1ccc2nc(=O)c(NNc3ccccc3)cnc2c1 | 4 | 12
CCc1nn(CC(=O)N2CC(C)CC(C)C2)c(=O)c2cccn12 (stereo unspecified) | 13 | -2
C/C(=N\NC(=O)c1cccc(S(=O)(=O)Nc2cccc(Cl)c2)c1)c1cccs1 | 18 | -28
COc1ccc(CCNC(=O)c2ccc([N+](=O)[O-])cc2Cl)cc1OC | 71* | 4
Cc1cccc(C)c1NC(=O)CNC(=O)CNC(=O)Cc1cccc2ccccc12 | 6 | -10
Cc1ccc(C)c(NC(=O)CN(C)C(=O)c2ccccc2OCc2c(C)noc2C)c1 | -4 | -6
COCCN(Cc1cc2cc3c(cc2nc1Cl)OCO3)C(=O)Nc1ccc(OC)cc1 | 12 | -6
Cc1ccc2c(c1)CCCN2CC(=O)Nc1cc(S(=O)(=O)N2CCCC2)ccc1Cl | 3 | -13
COc1ccc(C)cc1NC(=S)N1CCN(c2ccccn2)CC1 | 6 | -16
O=C(O)/C=C/c1ccc2c(c1)OCCO2 | 5 | -1
O=C(NCCc1csc(-c2ccccc2)n1)c1c(F)cccc1F | 20 | -22
CC(=O)c1c(O)cc(O)c(C(C)=O)c1O | 72* | 33
Cc1cc(=O)oc2c3c(cc(OCC(=O)NCc4ccccn4)c12)OC(C)(C)CC3 | 12 | -22
CC(=O)c1ccc(NC(=O)Oc2ccccc2)cc1 | 16 | -14
Cc1ccc(N=C2NC(=O)CC(C(=O)Nc3ccc4c(c3)OCO4)S2)cc1 (stereo unspecified) | 8 | -15
COC(=O)c1ccc(C)cc1 | 3 | -15
Cc1cccc(-n2cc(-c3ccccc3)c3c(=O)[nH]cnc32)c1 | 17 | -28
CCN(Cc1ccccc1)C(=O)c1ccc(CNS(=O)(=O)c2ccc(C)cc2)cc1 | 10 | -5
CCN(CC(=O)NC(C)C)C(=O)[C@H](C)NC(=O)c1ccc(Br)cc1 | 4 | -28
COCCOc1cnn(-c2cc(Oc3ccc(C)cc3)ncn2)c(=O)c1Cl | 23 | -23
O=S(=O)(Nc1nccs1)c1ccc2c(c1)OCCO2 | 9 | -8
Cc1ccc2nc(C)c(Cl)c(=O)n2c1 | 41 | -20
Cc1ccc(C(=O)Nc2ccc(N3CCN(C)CC3)cc2)c(Cl)c1 | 3 | -5
Nc1ccc2c(C(F)(F)F)cc(C(F)(F)F)nc2n1 | 15 | -13
CCOCCCNC(=O)CNC(=S)N(Cc1ccccc1F)C1CCCCC1 | 15 | -14
CN(CC(=O)Nc1cccc(F)c1)C(=O)CN1c2cccc3cccc(c23)S1(=O)=O | 14 | -14
O=C(C1CCC(CNc2c(N3CCCCC3)c(=O)c2=O)CC1)N1CCN(c2ccccn2)CC1 (stereo unspecified) | 13 | -18
CC(CC(=O)N1CCN(c2ccccc2)CC1)S(=O)(=O)c1ccc2c(c1)NC(=O)CS2 (stereo unspecified) | 16 | -11
Cc1cc(C(=O)Nc2ccc([N+](=O)[O-])cn2)cs1 | 33 | -18
COCCNC(=O)CN(C(=O)Cn1nnc2ccccc21)c1ccc(C)cc1 | 8 | -25
Cc1cc2cc(CN(Cc3ccco3)C(=S)NCC3CCCO3)c(=O)[nH]c2cc1C (stereo unspecified) | 1 | -26
O=C(NC1CCS(=O)(=O)C1)/C(=C\c1ccco1)NC(=O)c1ccccc1 (stereo unspecified) | 4 | -10
CNC(=O)c1ccccc1NC(=O)c1cccc(S(=O)(=O)N2CCCCC2)c1 | 0 | -17
O=C(Cc1n[nH]c(=O)c2ccccc12)OCC(=O)c1ccccc1Cl | 11 | -5
O=C(NC1(C(F)(F)F)NC(=O)N(c2ccccc2)C1=O)c1cccs1 (stereo unspecified) | 17 | 3
NC(=O)Cc1ccc(C(=O)c2ccc(Cl)cc2Cl)s1 | 8 | -13
COc1ccc(NC(=O)c2nc[nH]c2C(=O)N[C@@H](CC(C)C)C(=O)OC(C)(C)C)cc1 | 7 | -31
COC(=O)c1ccc(CSc2ccc3nnc(-c4ccc(OC)c(OC)c4)n3n2)o1 | 19 | -23
Cc1ccc(C)c(N=C2NC(=O)CS2)c1 | 2 | -10
O=C(c1cncc(Br)c1)N1CCN(S(=O)(=O)c2ccccc2C(F)(F)F)CC1 | 13 | -6
Cc1ccc(S(=O)(=O)N2CCCCC2)cc1NC(=O)COC(=O)C1(C)CC1(Cl)Cl (stereo unspecified) | -1 | 5
Cc1ccc(NC(=O)CN2CCC(C(=O)c3ccc4c(c3)OCCO4)CC2)cc1 | 15 | -16
Cc1ccn2cc(CNC(=O)c3cccs3)nc2c1 | 4 | -8
CN(CC(=O)N1CCCCCC1)S(=O)(=O)c1ccccc1 | 11 | -4
COc1ccc(CCNC(=O)C2CCN(S(=O)(=O)c3ccc(OC)c(OC)c3)CC2)cc1OC | -5 | -7
COc1ccc2c(=O)cc(-c3cccnc3)oc2c1OC | 10 | -4
Cc1ccc(S(=O)(=O)NC(=O)NCc2ccccc2)cc1 | 6 | -18

The listing continues.
SMILES | OX1R antag-1 | OX1R antag-2
COc1ccc(/C(C)=N/Nc2ncc(Cl)cc2Cl)c(O)c1 | 12 | -16
CCOC(=O)c1nn(C23CC4CC(CC(C4)C2)C3)c2c1C(=O)N(c1ccc(C)cc1)C2=O | -1 | -2
N#C/C(=C\c1ccncc1)C(=O)Nc1ccc(C(=O)O)cc1 | 8 | -10
O=C(O)c1cccc(N/N=C/c2cccs2)c1 | 2 | 0
O=C(N/N=C/C1CC2CCC1C2)C1CC1 (stereo unspecified) | 9 | -4
Cc1cccc(OCC(=O)Nc2cccc(C(=O)Nc3ccccc3C(=O)O)c2)c1 | 6 | -1
COC(=O)C1=C(C(=O)OC)SC2(S1)C(C(=O)OC)=C(C(=O)OC)SC1=C2c2cc(C)ccc2NC1(C)C | 24 | -10
O=C(c1ccco1)N1CCN(S(=O)(=O)c2cccc(C(F)(F)F)c2)CC1 | 8 | -24
CCOc1cccc(OCCCOc2cccc3cccnc23)c1 | 34 | -20
COc1ccccc1-n1nnnc1SC(C)C(=O)NC1CCCC1 (stereo unspecified) | 7 | -19
Cc1ccc(OCC(=O)NNC(=S)NC(=O)C2CCCCC2)c(C)c1 | 9 | -28
O=C(Nc1ccc2ccccc2c1)c1onc2c1CCCC2 | 56 | -6
CCc1ccccc1NC(=O)CN(C)C(=O)c1cc(C2CC2)nc2c1cnn2C(C)C | 1 | -19
O=C(NCc1ccc(Cl)cc1)[C@@H]1CCCN1S(=O)(=O)c1ccc(Cl)cc1 | 10 | -24
Cc1c(N/C(=N/S(=O)(=O)c2ccc(F)cc2)c2ccccc2)c(=O)n(-c2ccccc2)n1C | 10 | -19
O=C(CN1CCCCCC1)N/N=C/c1cccc(Cl)c1Cl | 9 | -31
O=C(N/C(=C\c1cccs1)C(=O)N1CCOCC1)c1cccs1 | 9 | -20
NC(=O)c1ccc(/C=N/O)nc1 | 26 | -14
CCn1c(C)c(C(C)=O)c(N2CCN(c3cccc(Cl)c3)CC2)nc1=S | 35 | -10
C#CCOCCOCCOCCNc1nc(N2CCN(C(=O)[C@H]([C@@H](C)CC)n3cc([C@@H](N)CC(C)C)nn3)CC2)nc(N2CCN(C(=O)[C@H](CCCCN)n3cc([C@@H](N)CO)nn3)CC2)n1 | 23 | -6
Cc1ccc(SCC(=O)OCC(=O)Nc2ccc3[nH]c(=O)[nH]c3c2)cc1C | 16 | 3
COC(=O)c1c(C)cc(O)c(C=O)c1O | 11 | -4
Cn1cccc1C(=O)NC(=O)COC(=O)c1ccc(S(C)(=O)=O)c([N+](=O)[O-])c1 | 33 | 23
CC1CCCN(C2=C(NS(=O)(=O)c3ccc(Br)cc3)C(=O)c3ccccc3C2=O)C1 (stereo unspecified) | 41 | -32
Cc1cnc(NC(=O)c2ccc(F)c(S(=O)(=O)N3CCOCC3)c2)s1 | -3 | 4
COc1ccc(N=Nc2nc3cc(Br)c(Br)cc3n2C)c(OC)c1 | 84* | 27
Cc1ccc(C)c(NC(CC(=O)c2ccccc2)C(=O)OCC(=O)c2cccs2)c1 (stereo unspecified) | 14 | 1
CCn1cc(CN2CCC(C(=O)Nc3cccc(-c4cccc(Cl)c4)c3)CC2)cn1 | 12 | 1
NS(=O)(=O)c1ccc(NC(=O)c2c(F)cccc2Cl)cc1 | 9 | -18
COc1ccc(CCN(C)C(=S)NC(=O)c2ccc(F)cc2Cl)cc1OC | 6 | -19
O=C(c1ccccc1)N1CCN(C2CCCCC2)CC1 | 7 | -19
COc1ccc(N2CC(C(=O)Nc3cc(C)on3)CC2=O)cc1 (stereo unspecified) | 1 | -13
O=C(Cc1nc2ccccc2[nH]c1=O)c1ccc(Cl)cc1 | 12 | 11
O=C(NCc1ccc2c(c1)OCO2)c1ccc(Br)s1 | 13 | -11
CCN(CC)S(=O)(=O)c1ccc(N(C)Cc2cccc(OC)c2OC)nc1 | 53 | 39*
Cc1ccc2c(c1)N=C(c1ccccc1)CC(C(Cl)Cl)=N2 | 6 | -9
O=C(Cc1ccccc1)N1CCC(O)(c2cccnc2)CC1 | 7 | -11
Cn1c(N)c(Sc2ccccc2[N+](=O)[O-])c(=O)n(C)c1=O | 29 | -14
COc1ccc(NC(=O)COc2cccc(-n3cnnn3)c2)cc1 | 0 | -2
Cc1cccc(NC(=O)c2cc(N3CCOCC3)nc3ccccc23)c1 | 3 | -25
COc1cc(/C=C/C(=O)N2CCCc3ccccc32)cc(OC)c1OC | 29 | -12
Cc1c(NC(=O)CN2CCN(C(=O)c3ccco3)CC2)c(=O)n(-c2ccccc2)n1C | 5 | -6
COC(=O)CNC(=O)CN1C(=O)NC2(CCCc3ccccc32)C1=O (stereo unspecified) | -4 | -9
O=C(NNC(=S)Nc1ccc(Cl)c(Cl)c1)c1cccc([N+](=O)[O-])c1 | 23 | -4
COC(=O)CSc1nc(C2CC2)nc2ccccc12 | 10 | -18
OCC(O)CNC(=S)NC1CCCCC1 (stereo unspecified) | 11 | -10
CCOC(=O)COc1coc(CN2CCN(c3cccc(Cl)c3)CC2)cc1=O | 2 | -2
COc1ccc(/C(N)=N/OC(=O)c2cccc([N+](=O)[O-])c2)cc1 | 14 | 0
COC(=O)CC1SC(=O)NC1=Nc1ccccc1 (stereo unspecified) | 8 | 4
COc1cc(OC)c(NS(=O)(=O)c2c(C(=O)N3CCCCC3)c(C)n(C)c2C)cc1Cl | 17 | -8
COc1ccc(C(=O)/C=C/c2ccc(N(C)C)cc2)c(OC)c1 | 83* | 112*
COc1ccc(OC)c(CNn2c(-c3ccccc3F)nc3ccccc3c2=O)c1 | 32 | -33
CCn1cc(CNCc2ccc(OCC(O)CN(C)Cc3ccccc3)cc2)cn1 (stereo unspecified) | 19 | -31
COc1ccccc1N1CC(C(=O)Nc2cccc(C(=O)O)c2)CC1=O (stereo unspecified) | -1 | 10
CN(C(=O)c1ccc(NC(=O)C2CCCN(C(=O)OC(C)(C)C)C2)cc1)C1CC1 (stereo unspecified) | 5 | -20
N#CC1(c2ccccc2)CCCN1C(=O)c1ccco1 (stereo unspecified) | 22 | -6
COc1ccc(C2c3[nH]c4ccccc4c3C[C@H]3C(=O)N(C4CCN(Cc5ccccc5)CC4)CC(=O)N23)c(OC)c1 (stereo partly specified) | 10 | -3
CCOC(=O)c1c(CN(C)C)n(-c2ccc(C)cc2)c2cc(Br)c(O)cc12 | 25 | -16
